NFkB transloc inh – blocks IL-1B driven NFkB nuclear translocation in HUVEC cells | AID 796 | HUVEC IL-1B NFkB p65 nuclear translocation imaging | 94,000 tested, 0.43% active | inhibition, % at 2 µM;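 active = inhibition above about 30% together with a positive call from visual inspection of the well image, limit read from the data; inconclusive = inhibition above a set limit but visual check negative; inactive = inhibition not above a set limit, visual check negative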;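 note: nuclear over cytoplasmic p65 intensity ratio measured by imaging; 0% = IL-1B stimulated DMSO wells and 100% = unstimulated DMSO wells; values of inactives mirror those of a sister screen read the other way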
Bcl-B TR3 displacers – displacers of TR3 peptide from Bcl-B, primary screen, selectivity assay for Bfl-1 inhibitor project, biochemical, fluorescence polarization | 96,000 tested, 0.11% active | AID 748 | FP displacement of FITC-TR3 peptide from Bcl-B; higher % means a stronger effect | displacement, % at 20 µM; hits with a dose series show IC50 in µM;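 active = displacement above 50% at 20 µM plus a fluorescence interference ratio under 1.5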;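 note: plate controls were wells without compound for no effect and wells lacking Bcl-B protein for full effect; a part of the inactive calls stands beside numbers as strong as those of hits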
NFkB transloc pot – enhances IL-1B driven NFkB nuclear translocation; HUVEC IL-1B NFkB p65 nuclear translocation imaging; activation, % at 2 µM; 94,000 tested, 0.3% active;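 active = activation above 40%, about the mean plus 3 SD, also judged a hit on visual image review; inconclusive = activation above 40% but not a hit on visual review; inactive = activation not above 40% and no visual hit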;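 note: percent activation is computed from the nuclear over cytoplasmic p65 intensity ratio; values of inactives mirror those of a sister screen read the other way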
PLAP inhibitors HTS – inhibition of human placental alkaline phosphatase – biochemical, luminescence, HTS (AID 690). purified PLAP, luminescent substrate; higher % means a stronger effect. inhibition, % at 20 µM, or IC50 in µM where a hit was titrated. 96,000 tested, 0.08% active; in the data active = a potency from the dose series; inactive = the rest, 99 in 100 with inhibition below about 30%; note: strong numbers were not always called active
MRP resist rev – compounds reversing MRP-mediated drug resistance | H69AR cells + 2 uM doxorubicin, CellTiter-Glo, 72 h | differential viability (reversal), % at 10 µM | 85,000 tested, 0.04% active | AID 602;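 active = viability drop by adding the cancer drug above about 55%, with treated viability meeting a 40% cutoff, limit read from the data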;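 note: viability without doxorubicin minus viability with 2 µM doxorubicin for each compound; larger differential means the compound sensitizes cells more to doxorubicin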
MRP resist rev cytotoxicity – second read-out of MRP resist rev, no call of its own (marks repeat the call); viability, %; H69AR cells, CellTiter-Glo, 72 h; measured here: cytotoxicity without doxorubicin
MRP resist rev with doxorubicin – also measured in MRP resist rev; calls as there; viability, %; measured here: viability with 2 uM doxorubicin; active compounds read low
NFkB transloc inh cell count 2 µM – second read-out of NFkB transloc inh, no call of its own (marks repeat the call); cell count; measured here: cells passing quality filter;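 raw number of nuclei counted in each imaged well without normalization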
NFkB transloc pot cell count 2 µM – second read-out of NFkB transloc pot, no call of its own (marks repeat the call); cell count; measured here: cells passing quality filter
An asterisk follows results filed as active; ? = inconclusive; / = not tested or not shown. An excerpt. The share of hits here may be higher or lower than overall.

SMILES	NFkB transloc inh	NFkB transloc inh cell count 2 µM	Bcl-B TR3 displacers	NFkB transloc pot	NFkB transloc pot cell count 2 µM	PLAP inhibitors HTS	MRP resist rev	MRP resist rev cytotoxicity	MRP resist rev with doxorubicin
CC(=O)N(c1ccc(N(C(C)=O)S(=O)(=O)c2cccs2)cc1)S(=O)(=O)c1cccs1	8	86	-5%	-7	86	2%	-8	81	89
CC(C)(C)n1nnnc1C(c1cccs1)N(Cc1ccc(Cl)cc1)CC1CCCO1 (configuration not stated)	-7	44	-8%	7	44	-1%	7	57	50
CCN(CC)c1ccc2c(Cl)cc(=O)oc2c1	0	112	0%	0	112	-24%	/	/	/
Cc1cc(C)c2[nH]c(=O)c(C(c3nnnn3CC3CCCO3)N3CCCC(C)C3)cc2c1 (configuration not stated)	13	124	-5%	-13	124	-47%	-2	63	65
COc1ccc(CCNC(=O)CNCC2CCCO2)cc1OC (configuration not stated)	6	202	3%	-6	202	-45%	2	95	94
O=C1c2ccccc2C(=O)N1Cc1nc2ccccc2c(=O)n1CCCN1CCOCC1	-25	133	6%	25	133	-28%	0	93	93
CS(=O)(=O)N(CC(=O)Nc1ccc2c(c1)OCCO2)Cc1ccccc1	-3	158	0%	3	158	-2%	-5	93	98
CCOC(=O)C1CCN(c2c(N3CCCC(C(=O)OCC)C3)c(=O)c2=O)CC1 (configuration not stated)	-14	61	4%	14	61	-5%	11	107	95
Cc1cc(C)cc(-n2c(O)c(C=NC3CCS(=O)(=O)C3)c3ccccc3c2=O)c1 (configuration not stated)	-45	62	-12%	?	/	-37%	-3	96	99
Cc1cc2c(c(=O)o1)C(CC(C)C)C(C#N)=C(N)O2 (configuration not stated)	4	35	-16%	-4	35	-6%	-5	93	98
COc1ccccc1-c1cc(C(F)(F)F)nc(S(C)(=O)=O)n1	11	153	3%	-11	153	5%	/	/	/
c1ccc2cc(-c3cc4ccccn4c3)ccc2c1	-17	153	-11%	17	153	15%	3	96	93
CCOC(=O)C1CCN(Cc2cnc(Oc3ccc(OC)cc3)s2)CC1	7	107	-8%	-7	107	-32%	/	/	/
CCCCN(Cc1cc2ccccc2[nH]c1=O)C(=O)c1ccccn1	-6	171	7%	6	171	-5%	1	96	95
c1csc(-c2nn3c(-c4ccncc4)nnc3s2)c1	/	/	3%	/	/	16%	2	87	84
Cc1cc(C)cc(OCC(=O)OCC(=O)c2c(N)n(C)c(=O)n(C)c2=O)c1	0	177	-5%	0	177	5%	12	98	86
COc1ccc(CCNS(=O)(=O)c2cccs2)cc1	13	156	-8%	-13	156	12%	/	/	/
O=C(CC1C(=O)NCCN1C(=O)c1ccc(F)cc1)OCc1ccccc1 (configuration not stated)	-13	10	-9%	13	10	-34%	3	104	101
C(=N\Nc1nc(-c2ccccc2)cs1)/c1cccs1	-7	119	-4%	7	119	-24%	/	/	/
CCn1c(C)c(C)c2cc(C(=O)Nc3cccc(Cl)c3)ccc21	-5	163	4%	5	163	14%	/	/	/
CC(=C1C(=O)c2ccccc2C1=O)N1CCN(c2ccccn2)CC1	-3	104	-4%	3	104	2%	6	98	91
O=C1CC(c2cccc(Cl)c2)CC(O)=C1C=NCCCO (configuration not stated)	10	162	21%	-10	162	-25%	0	107	107
O=c1cc(O)c(-c2cccc(Cl)c2)c(Cl)[nH]1	-1	176	4%	1	176	-11%	-26	66	92
Cn1c(=NC(=O)CSCC(=O)N2CCOCC2)sc2ccccc21	-2	54	0%	2	54	4%	11	97	86
COC(=O)c1c(C#N)c(N)nc2c1CCCC2	-2	130	3%	2	130	-7%	-9	92	101
CCOc1cc(-c2ccc3c(c2)OCO3)cc(=O)c2c(C)oc(C)c12	/	/	4%	/	/	-28%	3	73	70
CC(C)Cn1c(CCCNC(=O)c2ccc(F)cc2)nc2ccccc21	4	77	0%	-4	77	-13%	0	70	69
CCOc1ccccc1-c1nc(SCC(=O)O)n[nH]1	5	88	13%	-5	88	-9%	-16	94	110
O=C1NC(=O)[C@@H]2C3c4ccccc4C=CN3[C@H](C(=O)c3cccs3)[C@H]12 (some centres not stated)	1	190	72%	-1	190	-17%	-6	54	60
c1ccc(COc2cccc(CNn3cnnc3)c2)cc1	9	193	-9%	-9	193	14%	1	85	84
Cc1ccccc1NC(=S)N1CCC(C(=O)c2ccc(F)cc2)CC1	5	140	0%	-5	140	-3%	/	/	/
O=S(=O)(c1ccc2oc3ccc(S(=O)(=O)N4CCCC4)cc3c2c1)N1CCCC1	-1	121	/	1	121	/	-10	82	92
COc1ccc(N(CC(=O)NC2CCCCC2)C(=O)CCCC(=O)Nc2ccccn2)c(OC)c1	/	/	-6%	/	/	-54%	10	89	79
O=S(=O)(c1ccc2c(c1)nc1n2CCC1)N1CCOCC1	-3	148	/	3	148	/	-11	91	103
O=[N+]([O-])c1ccc2c(c1)oc1ccccc12	-4	167	6%	4	167	0%	4	104	100
CCc1ccc(N2C(=O)c3sc4nnc(-c5ccccc5)c(=O)n4c3C2=O)cc1	17	184	17%	-17	184	-52%	-10	30	40

Gathered by group, the compounds so far containing a Cl atom
SMILES	NFkB transloc inh	NFkB transloc inh cell count 2 µM	Bcl-B TR3 displacers	NFkB transloc pot	NFkB transloc pot cell count 2 µM	PLAP inhibitors HTS	MRP resist rev	MRP resist rev cytotoxicity	MRP resist rev with doxorubicin
CC(C)(C)n1nnnc1C(c1cccs1)N(Cc1ccc(Cl)cc1)CC1CCCO1 (configuration not stated)	-7	44	-8%	7	44	-1%	7	57	50
CCN(CC)c1ccc2c(Cl)cc(=O)oc2c1	0	112	0%	0	112	-24%	/	/	/
CCn1c(C)c(C)c2cc(C(=O)Nc3cccc(Cl)c3)ccc21	-5	163	4%	5	163	14%	/	/	/
O=C1CC(c2cccc(Cl)c2)CC(O)=C1C=NCCCO (configuration not stated)	10	162	21%	-10	162	-25%	0	107	107
O=c1cc(O)c(-c2cccc(Cl)c2)c(Cl)[nH]1	-1	176	4%	1	176	-11%	-26	66	92

One compound at a time, from the list above. Order of values: NFkB transloc inh | NFkB transloc inh cell count 2 µM | Bcl-B TR3 displacers | NFkB transloc pot | NFkB transloc pot cell count 2 µM | PLAP inhibitors HTS | MRP resist rev | MRP resist rev cytotoxicity | MRP resist rev with doxorubicin
Listed for `COc1ccc(N(CC(=O)NC2CCCCC2)C(=O)CCCC(=O)Nc2ccccn2)c(OC)c1` → / | / | -6% | / | / | -54% | 10 | 89 | 79
Listed for `O=S(=O)(c1ccc2c(c1)nc1n2CCC1)N1CCOCC1` → -3 | 148 | / | 3 | 148 | / | -11 | 91 | 103
Listed for `CCOc1cc(-c2ccc3c(c2)OCO3)cc(=O)c2c(C)oc(C)c12` → / | / | 4% | / | / | -28% | 3 | 73 | 70

Continued.
SMILES	NFkB transloc inh	NFkB transloc inh cell count 2 µM	Bcl-B TR3 displacers	NFkB transloc pot	NFkB transloc pot cell count 2 µM	PLAP inhibitors HTS	MRP resist rev	MRP resist rev cytotoxicity	MRP resist rev with doxorubicin
CCCCC1CCC(C(=O)Nc2ccccc2)CC1 (configuration not stated)	-3	174	-13%	3	174	8%	4	98	94
C(=N\C(/N=C/c1ccco1)c1ccco1)/c1ccco1	/	/	-6%	/	/	-7%	-5	98	102
CCc1nnc(NC(=O)C2CC(=O)N(CCc3ccccc3)C2)s1 (configuration not stated)	-21	118	-1%	21	118	-41%	-3	87	90
O=c1[nH]c2cc3c(cc2cc1CN(CCO)S(=O)(=O)c1ccccc1Cl)OCCO3	-14	186	0%	14	186	1%	11	63	51
CC1CCN(S(=O)(=O)c2ccc(S(=O)(=O)NCC(=O)C(C)(C)C)cc2)CC1	-2	139	-1%	2	139	9%	/	/	/
N#Cc1ccccc1S(=O)(=O)N1CCN(c2ccc(S(=O)(=O)N3CCOCC3)cn2)CC1	-21	182	4%	21	182	-10%	10	82	71
CCCc1cc(N2CCN(C(=O)c3ccco3)CC2)n2c(nc3ccccc32)c1C#N	10	108	-5%	-10	108	-42%	36	67	32
CCc1c(C)[nH]c2c(C)cccc2c1=O	/	/	-1%	/	/	19%	24	95	71
COc1ccc(S(=O)(=O)NCC(=O)N(CC(=O)NCC2CCCO2)c2ccccc2C)cc1 (configuration not stated)	-24	123	-4%	24	123	-34%	20	94	74
O=C(NC1CCCCC1)C(c1cccs1)N(C(=O)c1ccco1)c1ccc2c(c1)OCCO2 (configuration not stated)	0	130	/	0	130	/	-1	75	76
CCOc1ccc(S(=O)(=O)Nc2cccc(C(=O)N3CCN(c4ccc(OC)cc4)CC3)c2)cc1	-21	171	-7%	21	171	-67%	9	97	88
CC(=O)Oc1oc(-c2ccccc2)nc1C=Nc1ccccc1	2	155	4%	-2	155	-9%	42	90	48
C=CCn1c(-c2ccc(OC)cc2)nc2ccccc21	-2	109	-5%	2	109	-28%	5	109	104
FC(F)(F)c1cc(-c2ccc3c(c2)OCO3)nc(NCc2ccco2)n1	2	90	-4%	-2	90	12%	8	84	76
CC(=O)c1cccc(NC(=O)CCC2CCCC2)c1	-6	151	-7%	5	151	-5%	-3	90	93
CCC(=O)N1c2ccc(C)cc2C2=NNC(=S)NC21O (configuration not stated)	-2	155	-8%	2	155	15%	/	/	/
O=C(CSc1ncnc2c(-c3ccc(Cl)cc3)nsc12)c1ccccc1	-25	118	-18%	25	118	7%	/	/	/
COc1ccc(OC)c(S(=O)(=O)Nc2ccc(C(N)=O)cc2)c1	-14	137	-6%	13	137	6%	12	92	80
O=C(COC(=O)c1ccccc1Nc1ccc(SC(F)F)cc1)NCc1ccco1	4	113	10%	-4	113	-10%	/	/	/
Cc1ccc(S(=O)(=O)NCCSc2nnnn2C)cc1	/	/	-5%	/	/	17%	6	95	89
c1ccc(OCCCc2nc(-c3cccnc3)no2)cc1	-16	151	-9%	16	151	6%	12	92	80
CCn1c(SCC(=O)Nc2ccc(NC(C)=O)cc2)nnc1C1CC1	10	116	-2%	-10	116	17%	3	106	103
COc1ccccc1NC(=O)C(=O)Nc1ccccn1	-2	151	1%	2	151	-2%	/	/	/
Cc1cc(NC(=O)c2cccc(F)c2)ncc1NC(=O)c1ccco1	-5	168	5%	5	168	18%	3	82	80
O=C1CC(c2ccc3c(c2)OCO3)C2=C(CCCC2=O)N1 (configuration not stated)	1	171	-9%	-1	171	-5%	15	94	79
COc1ccc(Br)cc1S(=O)(=O)N1CCN=C1C	-10	129	-1%	10	129	15%	5	97	92
O=C(CN(CC1CCCO1)C(=O)Cn1nnc(-c2ccc(F)cc2)n1)NC1CCCCC1 (configuration not stated)	-12	178	-2%	12	178	-60%	1	89	88
CS(=O)(=O)N(CC(=O)N/N=C/c1cccc2c1OCCO2)c1ccccc1Br	-5	142	-13%	5	142	-28%	/	/	/
